# Rac1 act GTP bind = alters GTP binding to activated mutant human Rac1; P63000; 190,000 tested, 0.11% active; GST-Rac1 activated beads, fluorescent GTP binding, flow cytometry; actives lie on both sides; 100% means binding = to untreated wells; percent activity (GTP binding), % at 10 µM;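 active means GTP binding at least 20 percentage points away from the 100% baseline, in either direction, so actives lie on both sides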
# ABCG2 block = blocks JC-1 efflux by human ABCG2 transporter; inhibition, % at 6.6 µM; IgMXP3 cells, flow cytometry; 190,000 tested, 0.1% active;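 active means inhibition above 80%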;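 further: 0% = DMSO and 100% = nicardipine control wells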
#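 Test system: IgMXP3 (ABCG2) plus far-red-tagged CCRF-Adr (ABCB1) cells / Amount: 3 million cells/mL in well / Reagent: JC-1 transporter substrate / Timing: 10 min compound exposure, 25 °C / Signal: flow cytometry, 530 nm JC-1 signal / Read-out: percent efflux inhibition, scaled nicardipine 100% to DMSO 0% / Benchmarks: nicardipine as high control, DMSO as low control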
# Avidin bead fluor = compound fluoresces at 488/530 nm on avidin beads. compound fluorescence 488/530 nm, flow cytometry; stronger effect = higher value. AID 1775. 220,000 tested, 0.38% active. fluorescence (KMESF) at 10 µM; in the data active means fluorescence above about 47; further: inactives centre near 10
# HRas wt GTP = human HRas wildtype GTP binding, change in either direction | GTP binding activity, % at 10 µM | GST-Ras wt beads, Bodipy-FL-GTP binding, flow cytometry; actives lie on both sides | P01112 | 190,000 tested, 0.14% active;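 active means GTP binding activity at least 20% away from the 100% baseline, either lowered as inhibitor or raised as activator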;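 further: 0% = unlabeled GTP competition control and 100% = no-compound control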
# Target sequence (P01112 whole entry, looked up): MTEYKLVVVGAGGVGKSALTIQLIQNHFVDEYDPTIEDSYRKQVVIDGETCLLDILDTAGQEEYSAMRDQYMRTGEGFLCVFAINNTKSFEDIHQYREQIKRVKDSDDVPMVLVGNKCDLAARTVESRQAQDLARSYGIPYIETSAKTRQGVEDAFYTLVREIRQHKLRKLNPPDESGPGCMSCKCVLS
# ABCB1 inh = human ABCB1 inhibition, ABCG2 as counter-screen | P08183 | CCRF-Adr cells, JC-1 efflux, flow cytometry | inhibition, % at 6.6 µM | 190,000 tested, 0.067% active | AID 1326; in the data active means inhibition above about 40%;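 further: 0% = vehicle and 100% = reference inhibitor; higher value means more JC-1 retained so stronger ABCB1 efflux block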
# Mcl1 Noxa PPI = disrupts binding of human Mcl-1 to Noxa peptide; 220,000 tested, 1.5% active; Q07820; AID 1022; inhibition, % at 21.7 µM; TR-FRET Mcl-1/Noxa peptide binding, 2 h;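 active means compounds that cut the protein-peptide binding signal by more than 50% relative to plate controls in a single-dose test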;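 further: His-tagged Mcl-1 with rhodamine Noxa BH3 peptide and terbium anti-His antibody; 0% = Mcl-1 plus Noxa peptide wells and 100% = peptide-only wells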
# Target sequence (Q07820 whole entry, looked up): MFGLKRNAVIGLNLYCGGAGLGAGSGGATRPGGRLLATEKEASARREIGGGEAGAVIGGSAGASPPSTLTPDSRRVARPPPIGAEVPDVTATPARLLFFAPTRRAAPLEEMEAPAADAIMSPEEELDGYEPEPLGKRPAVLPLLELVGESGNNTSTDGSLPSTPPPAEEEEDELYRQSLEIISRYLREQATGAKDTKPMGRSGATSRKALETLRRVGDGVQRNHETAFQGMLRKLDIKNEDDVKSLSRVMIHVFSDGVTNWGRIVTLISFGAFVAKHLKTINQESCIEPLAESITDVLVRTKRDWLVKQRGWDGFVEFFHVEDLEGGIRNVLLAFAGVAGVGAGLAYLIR
# Cdc42 wt GTP = modulators (inhibitors or activators) of GTP binding to human Cdc42 wildtype. GST-Cdc42 beads, Bodipy-GTP binding, flow cytometry; actives lie on both sides. percent activity (GTP binding), % at 10 µM. 190,000 tested, 0.2% active;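 active means percent activity GTP binding at least 20 points away from the 100% baseline, either down as inhibitor or up as activator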;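 further: median bead fluorescence of bound Bodipy-FL-GTP at 100 nM; 0% = excess unlabeled GTP control and 100% = no compound control; below 100% means less GTP binding so inhibitor and above means activator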
# Target sequence (P60953 whole entry, looked up): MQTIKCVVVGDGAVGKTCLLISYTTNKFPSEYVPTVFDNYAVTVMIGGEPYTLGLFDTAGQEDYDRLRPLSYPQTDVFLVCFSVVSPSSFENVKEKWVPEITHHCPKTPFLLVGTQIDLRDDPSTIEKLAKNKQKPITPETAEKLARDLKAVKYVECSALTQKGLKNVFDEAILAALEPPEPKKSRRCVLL
# Rab7 wt GTP bind = alters GTP binding to wildtype dog Rab7 | GST-Rab7 beads, fluorescent GTP binding, flow cytometry; actives lie on both sides; untreated = 100%, excess cold GTP = 0% | GTP binding activity (percent of control), % at 10 µM | 190,000 tested, 0.055% active | AID 758;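 active means fluorescent GTP binding to Rab7 beads changed by at least 20 points from the 100% baseline, either direction, mostly lower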;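 further: median green fluorescence of bound Bodipy-FL-GTP per Rab7 bead population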
# Rac1 wt GTP bind = modulators of human Rac1 wildtype GTP binding | GST-Rac1 beads, fluorescent GTP binding, flow cytometry; actives lie on both sides; 0 = cold GTP competed, 100 = untreated | GTP binding activity (% of control), % at 10 µM | 190,000 tested, 0.27% active | AID 757;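 active means GTP binding activity at least 20 points away from the 100% control level, either lower or higher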
# Rab2A wt mod = changes GTP binding to wildtype dog Rab2A, up or down; GST-Rab2 wt beads, Bodipy-GTP binding, flow cytometry; AID 760; GTP binding activity, % at 10 µM; 190,000 tested, 0.19% active; P61105;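 active means GTP binding activity at least 20 points away from 100%, either lowered or raised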;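 further: 0% = beads with excess unlabeled GTP and 100% = no-compound control corrected for plate trend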
# Pf gametocyte = inhibitors of late stage P. falciparum gametocyte viability. 150,000 tested, 0.065% active. inhibition, % at 10.9 µM. P. falciparum stage V gametocytes, ATP luminescence, 24 h;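 active means inhibition above the mean plus 3 SD of compounds within the control limits, set per campaign, cut at about 38% in these data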;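 further: 0% = DMSO wells and 100% = medium only without gametocytes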
# The depositor's hits bear a star; · = not tested or not shown. This is a random part of the collection. Share with any hit: about 2.3%.
SMILES,Rac1 act GTP bind,ABCG2 block,Avidin bead fluor,HRas wt GTP,ABCB1 inh,Mcl1 Noxa PPI,Cdc42 wt GTP,Rab7 wt GTP bind,Rac1 wt GTP bind,Rab2A wt mod,Pf gametocyte
Nc1ccc2nc(CN3CCOCC3)[nH]c2c1,96.0,1.2,16,99.0,0.4,9.1,100.0,94.0,96.0,98.0,·
CN1/C(=C/C=N/n2cnnc2)C(C)(C)c2ccccc21,98.0,2.1,8,101.0,0.3,-0.2,97.0,100.0,104.0,101.0,·
NCCCC[C@@H]1NC(=O)c2cc([N+](=O)[O-])cc(I)c2SC[C@@H](C(=O)NCC(N)=O)NC(=O)CNC1=O,96.0,5.6,13,99.0,0.2,3.8,98.0,100.0,99.0,98.0,·
COc1cc(-c2c(C#N)c(N)nc3c2c(C)nn3-c2ccc(C)c(C)c2)cc(OC)c1OC,93.0,1.9,14,91.0,0.8,-79.0,90.0,91.0,92.0,94.0,-23.2
COc1ccc2c(c1)CC(C)C/C2=N\NC(=O)c1ccco1 (stereo unspecified),96.0,29.5,6,100.0,-0.3,2.6,100.0,110.0,101.0,106.0,-17.9
CN(C)S(=O)(=O)c1ccc(N2CCCC2)c(C(=O)NCc2cccc(C(F)(F)F)c2)c1,94.0,2.0,13,97.0,0.9,-2.4,100.0,95.0,96.0,96.0,·
CC1CCc2c(nc3ncnn3c2NCCc2ccccc2F)C1 (stereo unspecified),94.0,38.0,10,90.0,-1.5,19.0,95.0,93.0,94.0,92.0,·
O=C(C1CCCCC1)N1CCN(c2nc(-c3ccc(F)cc3)cs2)CC1,92.0,3.1,34,97.0,0.1,0.3,95.0,100.0,95.0,95.0,-16.9
Cc1cc(C)nc(Sc2ccc3nnc(C(F)(F)C(F)(F)C(F)(F)F)n3n2)n1,101.0,3.4,23,101.0,-2.3,-7.1,103.0,99.0,102.0,100.0,·
CCN(CC)c1nc(N)nc(N(c2ccccc2)c2ccccc2)n1,94.0,2.1,73*,96.0,1.0,-4.2,96.0,95.0,96.0,98.0,·
CCCCNC(=O)C(C#N)c1nc2ccccc2nc1N1CCN(c2ccccc2F)CC1 (stereo unspecified),99.0,3.0,22,102.0,0.2,-13.0,101.0,98.0,102.0,97.0,25.5
O=C(CSc1ncnc2c1oc1ccccc12)Nc1cccc(Cl)c1,95.0,2.7,4,100.0,0.4,-301.7,100.0,99.0,100.0,99.0,-1.0
N#Cc1ccc(CSc2nnc(-c3cccc(S(=O)(=O)N4CCCCC4)c3)o2)cc1,97.0,1.4,8,99.0,0.7,15.4,99.0,99.0,99.0,97.0,-7.9
CC(C)(C)c1ccc(C(=O)N/C(=C\c2ccco2)C(=O)O)cc1,94.0,-0.2,11,94.0,0.0,2.7,96.0,93.0,97.0,94.0,·
CC1CCC(NC(=O)c2cc3c(s2)CS(=O)(=O)C3)CC1 (stereo unspecified),95.0,16.7,10,98.0,1.2,2.2,99.0,97.0,98.0,97.0,17.1
O=C(Nc1ccc2c(c1)CCC2)c1cnn2c1NC(c1ccco1)CC2C(F)(F)F (stereo unspecified),100.0,17.2,10,101.0,0.6,14.6,104.0,97.0,107.0,99.0,-12.7
CCOC(=O)c1[nH]cnc1C(=O)Nc1ccccc1OC,100.0,19.0,13,96.0,1.1,-3.4,96.0,93.0,101.0,100.0,20.9
Cn1nc(OCCOc2ccccc2)ccc1=O,98.0,2.9,10,102.0,0.5,-2.5,103.0,100.0,103.0,100.0,·
CCN1C(=O)C(CC(=O)Nc2ccc(OC)cc2)N(CCCN2CCN(c3ccc(OC)cc3)CC2)C1=S (stereo unspecified),98.0,2.6,8,99.0,2.2,25.1,100.0,105.0,101.0,104.0,-10.9
CC(C)N(C(=O)N1CCC(c2nc(-c3ccncc3)no2)CC1)C(C)C,98.0,4.2,11,101.0,1.2,-11.7,101.0,102.0,98.0,103.0,2.1
O=c1c2ccccc2nnn1CSc1nnc(-c2cccc(S(=O)(=O)N3CCCCC3)c2)o1,98.0,2.9,16,95.0,5.2,36.5,95.0,98.0,96.0,97.0,·
CCCn1c(NC(=S)Nc2ccccc2)nc2ccccc21,100.0,3.4,3,99.0,0.4,-47.0,96.0,99.0,99.0,99.0,2.3
CCN(CC)C(=S)Nc1ccc(OC(F)F)cc1,96.0,3.0,9,96.0,0.0,-4.9,90.0,95.0,96.0,98.0,-42.9
N#Cc1c(N2CCCCC2)nc(N2CCCCC2)c2c1CCN(Cc1ccccc1)C2,96.0,3.7,35,98.0,1.0,-5.9,97.0,100.0,97.0,96.0,-4.8

# Three compounds from above, limited to Rab7 wt GTP bind:
Compound	Rab7 wt GTP bind
CCCn1c(NC(=S)Nc2ccccc2)nc2ccccc21	99.0
CCN(CC)C(=S)Nc1ccc(OC(F)F)cc1	95.0
N#Cc1c(N2CCCCC2)nc(N2CCCCC2)c2c1CCN(Cc1ccccc1)C2	100.0

# Later entries:
SMILES,Rac1 act GTP bind,ABCG2 block,Avidin bead fluor,HRas wt GTP,ABCB1 inh,Mcl1 Noxa PPI,Cdc42 wt GTP,Rab7 wt GTP bind,Rac1 wt GTP bind,Rab2A wt mod,Pf gametocyte
Cc1cc(C)n(-c2ccc(Cl)c(C(=O)O)n2)n1,103.0,0.4,8,105.0,0.1,-55.8,104.0,105.0,110.0,102.0,8.5
Cc1ccc(S(=O)(=O)Nc2ccc(C(=O)Nc3cc(C)on3)cc2)cc1,99.0,-0.4,33,102.0,-0.4,-3.6,106.0,100.0,108.0,100.0,-0.3
CCN=C1SC(CC(=O)NC(N)=O)C(=O)N1CC (stereo unspecified),101.0,0.0,3,101.0,-0.1,-15.6,103.0,103.0,105.0,103.0,·
COc1ccc(CN2CCN(C(=O)c3ccc(-c4ccccc4)cc3)CC2)c(OC)c1OC,97.0,0.0,12,99.0,0.7,5.6,99.0,105.0,98.0,101.0,-3.5
COc1ccc(CNC(=O)C2CCCN(c3nccc(C)n3)C2)cc1 (stereo unspecified),102.0,1.4,7,102.0,0.5,-2.1,103.0,98.0,106.0,98.0,·
NC1=NN=C(c2ccc3c(c2)OCCO3)CS1,97.0,1.1,8,93.0,-0.6,36.4,100.0,104.0,97.0,100.0,·
CC1CC(C)(C)NC(=S)N1CC(=O)NCc1ccccc1Cl (stereo unspecified),100.0,10.0,7,99.0,0.3,-10.9,99.0,98.0,106.0,99.0,-5.1
CCc1ccc(NC(=O)CC2NCCNC2=O)cc1 (stereo unspecified),95.0,-0.2,10,103.0,0.4,-18.3,103.0,101.0,104.0,99.0,·
CCOc1cc(OCC)cc(C(=O)NC(=S)Nc2cccc(C(F)(F)F)c2)c1,95.0,-0.3,30,97.0,-0.2,15.1,94.0,96.0,97.0,95.0,-4.2
C=C(C)CSc1nc2nc(C)cc(C)n2n1,97.0,0.8,36,99.0,-0.1,7.9,103.0,96.0,97.0,99.0,·
CCn1c(CCn2ccnc2C)n[nH]c1=S,97.0,2.0,11,103.0,0.8,-4.0,103.0,100.0,98.0,103.0,·
O=C(O)CN1CCCCCC1=O,98.0,-1.8,11,99.0,-0.3,26.2,99.0,107.0,103.0,103.0,·
Cc1oc(-c2cccs2)nc1CS(=O)CC(=O)NC1CCCCCC1 (stereo unspecified),96.0,0.1,6,99.0,0.2,2.7,97.0,100.0,99.0,100.0,·
COC(=O)CCC/C=C1\SC[C@@H](NC(=O)c2ccccc2)C1NC(C)=O (stereo partly specified),95.0,1.2,6,96.0,0.6,7.5,99.0,97.0,100.0,96.0,·
CC1CCCN(S(=O)(=O)c2ccc(NC(=O)Cn3nnc(-c4ccccc4F)n3)cc2)C1 (stereo unspecified),95.0,6.8,6,95.0,2.2,23.8,94.0,97.0,86.0,98.0,9.2
N/C(=N\OC(=O)/C=C/c1ccccc1)c1ccccn1,97.0,7.9,13,96.0,0.3,14.0,97.0,95.0,99.0,96.0,5.0
CC1CCCC(NC(=S)NC(=O)c2ccccc2Br)C1C (stereo unspecified),100.0,-4.6,3,97.0,-0.6,8.0,94.0,101.0,101.0,94.0,·
CC(=O)c1cccc(OCCN2C(=O)NC(C)(C)C2=O)c1,95.0,2.5,8,97.0,0.6,7.4,96.0,99.0,93.0,94.0,·
COc1ccccc1C1N(c2ccc(Cl)cc2)C(=O)C2CCCN21 (stereo unspecified),98.0,1.8,15,100.0,0.9,-2.4,99.0,101.0,97.0,99.0,6.0
Cc1nc(NC(=O)c2cccc(-c3cc4ccccc4oc3=O)c2)ccc1Br,93.0,36.1,35,96.0,-0.2,-34.0,98.0,97.0,98.0,95.0,·
COc1ccc(N2CCN(S(C)(=O)=O)CC2)cc1,102.0,-0.6,8,102.0,-0.1,10.5,104.0,99.0,111.0,99.0,8.3
O=C(N/N=C/c1cc([N+](=O)[O-])ccc1Cl)c1cnccn1,96.0,3.5,7,95.0,0.4,6.1,92.0,105.0,94.0,94.0,·
Cc1snc(SCC(=O)c2ccc([N+](=O)[O-])cc2)c1C#N,94.0,-4.5,7,99.0,-1.1,66.4*,98.0,94.0,102.0,98.0,5.8
COc1ccccc1NC(=O)c1sc2ncn(Cc3cccc4ccccc34)c(=O)c2c1C,98.0,-4.0,2,96.0,-0.5,-19.1,96.0,100.0,100.0,94.0,2.5
COC(=O)C1=C(N)Oc2cc(C)n(Cc3cccnc3)c(=O)c2C1c1cc(OC)ccc1OC (stereo unspecified),97.0,-3.0,6,96.0,-2.1,-0.6,94.0,97.0,101.0,94.0,·
Cc1nn(CC(=O)Nc2ccc3c(c2)nc(CN2CCCCC2)n3C)c(=O)c2ccccc12,89.0,10.5,19,91.0,-0.2,22.1,88.0,93.0,89.0,89.0,-28.2
CC(=O)NCC(=O)OCN1C(=O)c2ccccc2C1=O,100.0,0.1,21,102.0,0.0,1.0,104.0,102.0,106.0,104.0,-8.1
Cc1cccc(NC(=O)Cn2c(=O)n(Cc3ccco3)c(=N)c3c4c(sc32)COC(C)(C)C4)c1,98.0,2.4,9,97.0,1.2,1.5,97.0,98.0,104.0,99.0,29.0
CCCNc1nc(Cl)nc(NC(C)(C)C)n1,98.0,-0.2,6,98.0,-0.1,6.5,96.0,105.0,102.0,98.0,3.3
CCOP(=O)(OCC)C(Nc1ccccc1)c1ccco1 (stereo unspecified),99.0,7.4,10,99.0,0.6,7.1,101.0,98.0,105.0,101.0,·
Cc1cc(=O)oc2cc(NC(=O)c3cc4ccccc4o3)ccc12,102.0,-0.2,8,105.0,-0.2,18.2,109.0,104.0,111.0,105.0,-6.3

# Screens as filed in PubChem.
